Compound activity: PubChem BioAssay, National Center for Advancing Translational Sciences (NCATS)
TRHR enhancer – allosterically enhances the human TRH receptor. TRHR cells, fluo-8 calcium fluorescence, EC20 TRH enhancement. enhancement, % at 2 µM. hit rate 0.66% among 360,000. AID 493056; in the data active means enhancement above about 30%; further: 0% is about no effect
Target sequence (P34981 whole entry, looked up): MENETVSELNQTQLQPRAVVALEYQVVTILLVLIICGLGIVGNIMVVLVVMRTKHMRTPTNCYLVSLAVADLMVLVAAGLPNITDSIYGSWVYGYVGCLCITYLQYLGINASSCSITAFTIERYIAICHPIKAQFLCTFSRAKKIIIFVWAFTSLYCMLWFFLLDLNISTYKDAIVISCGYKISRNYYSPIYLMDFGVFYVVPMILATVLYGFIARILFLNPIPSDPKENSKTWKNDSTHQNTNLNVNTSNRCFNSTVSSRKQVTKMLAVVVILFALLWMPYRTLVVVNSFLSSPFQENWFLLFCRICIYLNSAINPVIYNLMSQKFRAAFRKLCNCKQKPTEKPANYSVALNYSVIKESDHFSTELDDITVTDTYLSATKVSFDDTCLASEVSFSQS
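TRHR-expressing cells loaded with fluo-8 calcium dye were read kinetically (ex 480/em 530) during compound addition, then stimulated with an EC20 of TRH (10 nM final). Enhancement of the Gq-mediated intracellular calcium response was scored.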
D1 PAM – potentiators of human D1 dopamine receptor | HEK293 TREx D1 cells, calcium flux, dopamine EC20 potentiation | potentiation, % at 10 µM | hit rate 0.036% among 360,000 | AID 504651; in the data active means potentiation above about 30%; further: 0% is about no effect
D2 PAM – D2 dopamine receptor (human) potentiation; potentiation, % at 10 µM; P14416; HEK293 T-REx D2, calcium flux, EC20 dopamine potentiation; hit rate 0.34% among 340,000;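 active means potentiation over 3 SD above the plate norm, cut at about 30% in these data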; further: 0% is about no effect
Target sequence (P14416 whole entry, looked up): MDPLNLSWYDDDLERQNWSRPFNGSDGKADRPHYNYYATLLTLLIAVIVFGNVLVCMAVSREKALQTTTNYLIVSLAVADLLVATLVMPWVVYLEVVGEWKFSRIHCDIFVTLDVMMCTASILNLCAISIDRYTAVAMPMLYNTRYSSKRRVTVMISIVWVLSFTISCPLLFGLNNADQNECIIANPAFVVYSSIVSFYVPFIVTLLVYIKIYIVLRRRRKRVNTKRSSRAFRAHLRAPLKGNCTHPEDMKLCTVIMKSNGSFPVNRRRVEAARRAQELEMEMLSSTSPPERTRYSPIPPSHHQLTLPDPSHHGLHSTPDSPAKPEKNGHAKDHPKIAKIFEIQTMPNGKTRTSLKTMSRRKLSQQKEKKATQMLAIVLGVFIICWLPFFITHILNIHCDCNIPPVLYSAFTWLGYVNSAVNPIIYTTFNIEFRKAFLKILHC
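Calcium flux readout, no-wash dye, 1 read/s. Inducible HEK293 Trex D2 line, overnight 30 C. Compound alone 180 s (agonist flags), then EC20 dopamine, another 180 s to score potentiation.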
D2 antagonist – D2 dopamine receptor (human) antagonism; P14416; HEK293 TREx D2 cells, calcium flux, dopamine EC80; inhibition, % at 10 µM; hit rate 2% among 340,000; in the data active means inhibition above about 30%; further: 0% is about no effect
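Calcium mobilization kinetics were recorded at 1 s intervals in tetracycline-induced HEK293 T-REx D2 cells, first for 180 s after compound addition and then 180 s after EC80 dopamine.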
TRHR ag – activates the human TRH receptor | TRHR cells, calcium flux fluo-8, FDSS agonist mode | activation, % at 2 µM | P34981 | hit rate 0.18% among 360,000; further: 0% is about no effect
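Fluo-8-loaded TRHR cells; 10 s baseline, compound added, kinetic Ca2+ fluorescence read 1/s, agonist mode.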
D1 ag – activates the human D1 dopamine receptor | activation, % at 2 µM | hit rate 1% among 360,000 | AID 504660 | HEK293 T-REx D1 cells, calcium flux, agonist mode | P21728; further: 0% is about no effect
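Inducible HEK293 T-REx D1 cells, force-coupled to calcium signalling, were plated at 4000 cells/well with tetracycline and held overnight at 30 C. After no-wash calcium dye loading, compound-evoked calcium rise over 180 s flagged agonists.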
D2 ag – D2 dopamine receptor (human) agonism. HEK293 T-REx D2 cells, calcium flux agonist mode. activation, % at 2 µM. hit rate 0.53% among 340,000;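 active means activation over 3 SD above normal in the single-dose calcium agonist read, cut at about 30% in these data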; further: 0% is about no effect
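Agonism is scored from calcium flux in a force-coupled, inducible HEK293 cell line expressing D2, read kinetically for 180 s after compound addition against dopamine controls.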
RXFP1 antagonist – RXFP1 (human) relaxin receptor antagonism. HEK293-RXFP1, relaxin-stimulated cAMP HTRF, 30 min; stronger effect = lower value. activity change, negative = inhibition, % at 57.5 µM. hit rate 0.59% among 350,000;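 active means activity change of -60% or lower, but not beyond a set lower limit; inconclusive means change between -60% and -40%, or beyond the set limit; inactive means change above -40%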; further: on the % scale 0 is the no-effect control and ±100 the full control effect
D1 antag – human D1 dopamine receptor antagonism | P21728 | HEK293 TREx D1 cells, calcium flux, dopamine EC80; stronger effect = lower value | activity change, negative = inhibition, % at 10 µM | hit rate 3.2% among 360,000; in the data active means activity change below about -30%; further: on the % scale 0 is the no-effect control and ±100 the full control effect
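Tetracycline-induced HEK293 Trex D1 cells, force-coupled to calcium, dye-loaded; compounds added and read 180 s, then EC80 dopamine added and calcium flux tracked kinetically another 180 s.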
An asterisk follows results filed as active; ? = inconclusive; / = no result given; & = joins results of further samples. Unless noted, no stated cut-off is given here; in the data, active means activation above about 30%; inactive means the rest. This is a random part of the collection (roughly 7.1% active in at least one column).

SMILES	TRHR enhancer	D1 PAM	D2 PAM	D2 antagonist	TRHR ag	D1 ag	D2 ag	RXFP1 antagonist	D1 antag
Cc1ccccc1NC(=O)c1ccc(F)c(S(=O)(=O)N2CCN(c3ccccn3)CC2)c1	-5.4	4.7	/	/	0.3	6.5	/	-8.3	-23.7
O=C(O)COc1ccc(/C=N/NC(=O)C2CCCN2S(=O)(=O)c2ccc(Cl)cc2)cc1 (configuration not stated)	-6.2	-3.1	-6.2	-10.0	1.1	1.4	0.9	-0.8	1.3
COc1cccc(CNC(=O)CSc2cc(C)[nH]c(=O)n2)c1	-11.5	-0.8	9.0	/	0.1	-1.6	0.9	/	/
O=[N+]([O-])c1cccc(S(=O)(=O)NCC2CCCO2)c1 (configuration not stated)	0.4	-0.3	-5.3	-4.3	0.5	-0.2	0.5	3.6	-6.6
CC(O)c1c(-c2ccccc2)nn(C)c1Cl (configuration not stated)	0.0	-5.5	-3.2	3.5	0.4	3.0	0.0	-10.2	2.5
CC(C)CCNC(=O)Cn1cc2c(n1)CCCCC2	2.2	-1.9	-0.2	-6.7	0.0	-0.6	-0.3	/	2.3
O=C(CSc1nnc(COc2ccccc2)n1Cc1ccco1)Nc1ccc2c(c1)OCCO2	-6.3	-1.4	2.4	-3.5	-0.5	2.2	0.0	-16.3	23.0
O=C(NCCc1c[nH]c2ccc(Cl)cc12)c1cccnc1	-2.4	-7.2	-3.8	1.0	-0.6	4.5	-2.1	0.0	-9.3
CSc1ccc(CNc2ccccc2)cc1	9.5	5.4	0.1	-12.8	-0.1	-0.2	1.8	/	1.6
COc1ccc(N2C(=O)C3CCCCC3C2=O)cc1NC(=O)c1ccccc1 (configuration not stated)	-5.4	-2.2	10.4	-8.0	1.5	0.3	-0.7	?	16.4
Cc1cc(C)nc(N2CCC(C(=O)NC3CC3)CC2)n1	3.6	-3.6	-5.6	-6.0	1.5	3.2	-0.4	-8.0	-6.6
CCCC(CCC)c1nc2ccncc2[nH]1	0.3	1.9	36.2*	-4.6	-0.5	-1.3	-0.2	-9.7	12.0

For convenience, part of the list above.
SMILES	TRHR enhancer	D1 PAM	D2 PAM	D2 antagonist	TRHR ag	D1 ag	D2 ag	RXFP1 antagonist	D1 antag
Cc1ccccc1NC(=O)c1ccc(F)c(S(=O)(=O)N2CCN(c3ccccn3)CC2)c1	-5.4	4.7	/	/	0.3	6.5	/	-8.3	-23.7
O=C(O)COc1ccc(/C=N/NC(=O)C2CCCN2S(=O)(=O)c2ccc(Cl)cc2)cc1 (configuration not stated)	-6.2	-3.1	-6.2	-10.0	1.1	1.4	0.9	-0.8	1.3
COc1cccc(CNC(=O)CSc2cc(C)[nH]c(=O)n2)c1	-11.5	-0.8	9.0	/	0.1	-1.6	0.9	/	/

The list goes on:
SMILES	TRHR enhancer	D1 PAM	D2 PAM	D2 antagonist	TRHR ag	D1 ag	D2 ag	RXFP1 antagonist	D1 antag
CCOc1ccc(N2C(=O)c3n[nH]c(-c4cccs4)c3C2c2cccc(F)c2)cc1 (configuration not stated)	1.6	5.0	6.6	/	8.8	6.8	-0.8	-37.5	13.2
O=C(Nc1nnc(CCN2CCOCC2)s1)C1CCCCC1	-3.0	-1.5	-7.9	1.8	-0.1	0.5	0.1	-21.1	1.3
COC(=O)c1ccc(CON2C(=O)c3ccccc3C2=O)cc1	-0.6	-1.5	2.3	0.5	0.2	2.4	0.2	-12.8	-12.1
COCc1cc(C)nc2sc(C(=O)Nc3ccc(OC(F)(F)F)cc3)c(N)c12	-2.6	-4.5	4.7	/	0.4	0.8	0.6	-3.0	-1.5
Cn1c(SCCSc2nnc(-c3ccccc3)n2C)nnc1-c1ccccc1	9.2	12.2	12.8	3.0	-0.3	1.4	0.0	/	-20.5
CCCn1c(=O)c(C(=O)OCC)c(O)c2cc(Br)ccc21	31.7*	11.1	2.3	9.0	0.4	-3.4	-0.8	-3.2	2.3
CCC(C)NC(=O)c1cc2cc(S(=O)(=O)N3CCCCC3)ccc2n1C (configuration not stated)	8.4	-0.7	6.4	/	-0.1	2.1	0.6	0.4	-9.0
Cc1csc(=Nc2ccc(S(=O)(=O)N3CCOCC3)cc2)n1Cc1ccco1	1.2	-3.7	12.4	1.4	-0.8	4.1	0.2	-7.3&-13.4	-13.7
CC1(C)C(=O)OC(/C=C/c2cccc([N+](=O)[O-])c2)C(C)(C)C1=O (configuration not stated)	-5.8	-6.5	9.1	-5.4	0.6	-0.8	0.6	-2.7	2.1
COC(=O)C1=CN(Cc2ccc(OC)c(OC)c2)C=C(C(=O)OC)C1c1ccc(O)cc1	3.6	-6.0	9.1	-13.1	-1.6	1.3	0.9	-4.7	2.7
O=C(NCc1ccco1)c1ccc(Br)s1	-2.1	0.1	-5.6	/	-0.2	0.8	-0.3	-3.4	-19.6
Cc1ccc(NC(=O)N(C)c2ccccc2)cc1	0.0	-1.1	-4.8	2.1	-0.1	0.2	0.3	-1.3	-6.9

Two compounds picked at random from the list so far:
SMILES	TRHR enhancer	D1 PAM	D2 PAM	D2 antagonist	TRHR ag	D1 ag	D2 ag	RXFP1 antagonist	D1 antag
Cc1ccc(NC(=O)N(C)c2ccccc2)cc1	0.0	-1.1	-4.8	2.1	-0.1	0.2	0.3	-1.3	-6.9
CC1(C)C(=O)OC(/C=C/c2cccc([N+](=O)[O-])c2)C(C)(C)C1=O (configuration not stated)	-5.8	-6.5	9.1	-5.4	0.6	-0.8	0.6	-2.7	2.1

Carrying on.
SMILES	TRHR enhancer	D1 PAM	D2 PAM	D2 antagonist	TRHR ag	D1 ag	D2 ag	RXFP1 antagonist	D1 antag
Cc1ccc(SCC(=O)OCn2nnc3ccccc3c2=O)cc1C	-1.8	-3.2	-1.9	17.3	0.8	9.9	1.1	-8.2	-33.5*
COc1ccccc1NC(=O)COC(=O)c1cc2c(s1)CCC2	0.0	-3.0	-1.7	27.1	-0.4	0.9	-1.3	6.5	7.2
COc1ccc(S(=O)(=O)Nc2ccc(Cc3ccncc3)cc2)cc1OC	-3.9	-3.1	4.5	-6.5	0.1	14.6	-0.3	-2.9	-16.0
O=C(Cc1ccccc1)Nc1cc2c(cc1Cl)OCCCO2	-2.2	-0.4	13.8	10.7	-0.1	1.5	0.3	-2.3	-2.4
CCn1c(SCC(=O)Nc2oc(-c3ccccc3)c(-c3ccccc3)c2C#N)nnc1-c1cc(OC)cc(OC)c1	6.4	4.2	-3.9	-10.2	-0.8	5.0	0.9	1.4	0.2
Cc1ccc(S(=O)(=O)N2CCCC2CNC(=O)C(=O)Nc2ccc(F)cc2)cc1 (configuration not stated)	-7.4	-5.0	11.7	2.2	0.5	8.1	0.6	-5.8	-7.0
Cc1nnc(SCC(=O)NC(=O)Nc2ccc3c(c2)OCCO3)s1	9.3	-9.5	3.0	-6.2	-1.1	6.3	0.2	2.2	0.7
CCN(CC)S(=O)(=O)c1cc(C(=O)Oc2ccccc2OC)ccc1OC	-6.3	-5.1	10.7	3.1	0.0	7.7	0.1	21.1	-2.2
CC1Sc2ccc(S(=O)(=O)CCC(=O)NC3CCCCC3C)cc2NC1=O (configuration not stated)	5.6	2.4	-6.4	7.0	-1.0	2.9	0.0	-1.4	-2.6
CCN1C(=O)[C@H]2[C@@H](c3ccc(-c4ccccc4)cc3)N[C@@](C)(C(=O)OC)[C@H]2C1=O	0.5	4.3	13.2	-5.3	0.0	0.3	-0.5	/	6.1
O=S(=O)(c1ccc(F)cc1)n1ccc(-c2cccc(OCc3c(F)cccc3Cl)c2)n1	1.4	-1.1	-5.3	3.5	-0.2	16.7	0.4	-3.7	16.4
O=C(NC(=S)NNC(=O)c1cccs1)c1ccco1	2.8	-0.1	8.7	0.3	-0.7	3.5	0.2	9.0	-3.6

Part of the list above in a different format:
Cc1cc(C)nc(N2CCC(C(=O)NC3CC3)CC2)n1
  TRHR enhancer = 3.6
  D1 PAM = -3.6
  D2 PAM = -5.6
  D2 antagonist = -6.0
  TRHR ag = 1.5
  D1 ag = 3.2
  D2 ag = -0.4
  RXFP1 antagonist = -8.0
  D1 antag = -6.6
Cc1ccccc1NC(=O)c1ccc(F)c(S(=O)(=O)N2CCN(c3ccccn3)CC2)c1
  TRHR enhancer = -5.4
  D1 PAM = 4.7
  D2 PAM = /
  D2 antagonist = /
  TRHR ag = 0.3
  D1 ag = 6.5
  D2 ag = /
  RXFP1 antagonist = -8.3
  D1 antag = -23.7
Cc1ccc(NC(=O)N(C)c2ccccc2)cc1
  TRHR enhancer = 0.0
  D1 PAM = -1.1
  D2 PAM = -4.8
  D2 antagonist = 2.1
  TRHR ag = -0.1
  D1 ag = 0.2
  D2 ag = 0.3
  RXFP1 antagonist = -1.3
  D1 antag = -6.9
COC(=O)c1ccc(CON2C(=O)c3ccccc3C2=O)cc1
  TRHR enhancer = -0.6
  D1 PAM = -1.5
  D2 PAM = 2.3
  D2 antagonist = 0.5
  TRHR ag = 0.2
  D1 ag = 2.4
  D2 ag = 0.2
  RXFP1 antagonist = -12.8
  D1 antag = -12.1

The list continues.
SMILES	TRHR enhancer	D1 PAM	D2 PAM	D2 antagonist	TRHR ag	D1 ag	D2 ag	RXFP1 antagonist	D1 antag
c1csc(-c2nnc(N3CCCCCC3)c3ccccc23)c1	-0.8	-3.2	-3.0	3.0	-0.7	1.4	-0.4	-13.7	5.2
Cc1cc(C)cc(-n2c(SCC(=O)Nc3ccc4c(c3)OCO4)nc3c([nH]c4ccccc43)c2=O)c1	-5.7	0.3	7.7	/	0.1	1.7	0.9	/	-6.4
CCN(CCC(=O)O)c1ccccc1	-5.8	-9.6	-13.4	10.6	-1.0	2.1	0.5	3.3	11.4
O=C(CO/N=C/c1cccc([N+](=O)[O-])c1)Nc1ccc2ccccc2c1	-4.9	-4.8	-0.4	16.7	0.8	0.2	-0.4	-5.9	4.0
CC(=O)c1c(C)[nH]c(C(=O)N2CCN(c3cc(Cl)ccc3C)CC2)c1C	4.0	-3.8	-0.2	-7.6	2.8	23.4	1.9	-10.6	4.9
COc1ccc2oc(=O)c(C(=O)O)cc2c1	4.9	0.8	5.3	-7.1	0.2	0.5	0.7	2.3	4.5
